# Assay outcomes from PubChem BioAssay.
# dFosB activator = activators of mouse delta FosB homodimer; P13346; purified delta FosB, TAMRA-CDK5 oligo fluorescence polarization; percent of positive-control signal above neutral wells; activation, % at 25 µM; hit rate 0.99% among 340,000; AID 493131;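 active means mean activation above about 17%, with every replicate also reaching it, limit read from the data, passing the limit was not always enough; inconclusive means only one of the two conditions met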;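 further: fluorescence polarization rise as delta FosB binds a TAMRA Cdk5 AP-1 oligo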
# Target sequence (P13346 whole entry, looked up): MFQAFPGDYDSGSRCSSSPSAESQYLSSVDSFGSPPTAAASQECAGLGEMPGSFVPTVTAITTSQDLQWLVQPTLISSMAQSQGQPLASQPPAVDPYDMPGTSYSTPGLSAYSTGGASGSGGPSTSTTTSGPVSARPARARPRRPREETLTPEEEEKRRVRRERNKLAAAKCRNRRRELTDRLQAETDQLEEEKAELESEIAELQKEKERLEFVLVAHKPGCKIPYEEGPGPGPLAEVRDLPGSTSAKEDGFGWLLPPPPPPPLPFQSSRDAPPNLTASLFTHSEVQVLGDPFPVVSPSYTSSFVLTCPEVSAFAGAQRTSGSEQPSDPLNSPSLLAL
# SR-BI HDL uptake = mouse SR-BI HDL lipid transfer inhibition. inhibition, % at 12.5 µM. Q61009. hit rate 0.96% among 320,000. ldlA[mSR-BI] CHO cells, DiI-HDL uptake fluorescence, 3 h. AID 488896;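 active means mean replicate inhibition of at least 70% and a set share of replicates each scoring 70 or more; inconclusive means meets just one of the two criteria; inactive means fails both criteria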;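 further: 0% = median of neutral control wells and 100% = median of positive control wells; values of inactives mirror those of a sister screen read the other way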
# MITF TRPM1 HTS = increases MITF-driven TRPM1 promoter luciferase signal; SK-MEL-5 TRPM1-promoter luciferase, 24 h; % of positive control, neutral wells = 0; activation, % at 12.5 µM; hit rate 0.75% among 300,000;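 active means mean activation of at least 80% with every replicate also reaching 80%; inconclusive means mean reaches 80% but some replicate falls short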;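 further: 0% = neutral control wells and 100% = parthenolide positive control wells; values of inactives mirror those of a sister screen read the other way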
# CDK5 p35 inh = CDK5/p35 (human) kinase inhibition; Q00535+Q15078; Recombinant CDK5/p35, ADP-Glo luminescence, 60 min; inhibition, % at 10 µM; hit rate 0.01% among 330,000;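 active means highest replicate inhibition of at least 50% and at least 75% of replicates reaching 50%; inconclusive means only one of the two criteria met; inactive means both criteria failed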;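 further: plate controls were DMSO neutral control for no effect and GW8510 at 10 µM for full effect; many of its hits are not listed in these tables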
# Arr AP2 block = blocks beta-arrestin peptide binding to AP2 adaptin. hit rate 0.31% among 340,000. FITC-arrestin peptide / GST-AP2 beads, flow cytometry; AP2 beta2 appendage carries R879A mutation. AID 504490. inhibition, % at 10 µM;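 active means inhibition above a set limit, near 3 SD of compounds lacking own fluorescence, cut at about 54% in these data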;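 further: plate controls were DMSO wells for no effect and 5 µM unlabelled arrestin peptide for full effect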
#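 Material – GST-tagged AP2 beta2-adaptin appendage (R879A) on 4 µm glutathione beads · Probe or stimulus – fluorescein-tagged arrestin peptide at 50 nM final · Timing – 12 min plus 1 h, RT · Detection – bead flow cytometry, FITC channel · Read-out basis – inhibition as reduced fluorescein signal on beads, percent · Medium – PBS plus Tween 20 (0.05%) and BSA (0.1%)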
# NSD2 inh = blocks human histone methyltransferase NSD2; O96028; NSD2 peptide methylation, AlphaScreen, 120 min; inhibition, % at 12.5 µM; hit rate 0.54% among 310,000; AID 743445; in the data active means inhibition above about 50%
# SR-BI uptake up = activators of SR-BI mediated HDL lipid uptake. hit rate 0.096% among 320,000. activation, % at 12.5 µM. CHO ldlA[mSR-BI] cells, DiI-HDL uptake fluorescence, 3 h; 100 = double the neutral-control signal;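 active means mean replicate activation of at least 60% and every replicate at or above 60%; inconclusive means mean or all-replicate condition met, but not both; inactive means mean below 60% and not all replicates reaching 60%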;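 further: 0% = median plate neutral-control signal and 100% = twice that signal; values of inactives mirror those of a sister screen read the other way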
#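 Test system: SR-BI-overexpressing, LDLR-lacking CHO cells; Also added: labelled HDL, 10 µg/mL; Measured by: bottom-read cell fluorescence after medium removal, ex 550/em 595 nm; Timing: 3 h uptake period with compound, 37 °C; Buffer or medium: F12, 0.5% BSA, 25 mM HEPES; Doses: single compound concentration, delivered by pin transfer.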
# DSG3 Ab inh = human desmoglein-3 autoantibody binding inhibition | DSG3-coupled beads, scFv-anti-DSG3-GFP binding, flow cytometry; active compounds read low | binding (percent of control), % at 10 µM | AID 588358 | hit rate 0.48% among 310,000;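 active means binding more than 3 SD below its plate's average and above zero; inconclusive means below that plate limit but binding exactly zero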;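 further: hits lower antibody fragment binding to DSG3; some compounds called inactive have numbers as strong as hits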
# PKA-R2B activ = PKA-R2B complex activation; PKA-R2B holoenzyme dissociation, Cy5-IP20 fluorescence polarization; R2B truncated from residue 108, S112A mutant; 0% DMSO only, 100% 113 µM cGMP; activation, % at 11.4 µM; hit rate 0.079% among 340,000; AID 504700;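 active means activation above a cutoff set at the mean over all compounds plus 3 SD, cut at about 18% in these data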;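 further: higher means more holoenzyme dissociation and a rise in polarization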
# Target sequence (P31323 whole entry, looked up, other chains not shown, the tested form may be a part): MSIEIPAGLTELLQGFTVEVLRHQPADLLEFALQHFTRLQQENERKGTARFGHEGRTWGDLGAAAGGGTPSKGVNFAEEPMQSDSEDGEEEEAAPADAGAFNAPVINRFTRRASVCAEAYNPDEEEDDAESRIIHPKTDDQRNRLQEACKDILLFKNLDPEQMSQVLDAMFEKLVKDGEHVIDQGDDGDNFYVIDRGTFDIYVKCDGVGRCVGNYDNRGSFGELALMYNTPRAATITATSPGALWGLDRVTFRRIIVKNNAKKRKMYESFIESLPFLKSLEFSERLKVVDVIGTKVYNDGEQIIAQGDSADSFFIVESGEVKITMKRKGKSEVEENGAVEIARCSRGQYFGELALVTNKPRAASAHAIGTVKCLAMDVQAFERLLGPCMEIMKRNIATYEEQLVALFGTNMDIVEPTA
# PKA-R1A activ = activators of PKA-R1A complex. activation, % at 11.4 µM. PKA-R1A dissociation, Cy5-IP20 fluorescence polarization; scaled: DMSO 0%, 113 µM cGMP 100%. hit rate 0.083% among 340,000;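 active means percent activation above the mean of all tested compounds plus 3 SD, cut at about 19% in these data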;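 further: higher means more PKAc released from R1A so a rise in polarization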
# Mot1-301 SUMO = SUMOylation pathway inhibition by Mot1-301 growth rescue | S. cerevisiae Mot1-301 growth rescue, ATP luminescence, 38.5C; percent above DMSO median, 100 means doubled | growth rescue, % at 18.8 µM | hit rate 1% among 320,000 | AID 2716;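 active means every valid replicate shows activation above 250% relative to neutral control wells; inactive means the rest, any valid replicate at or below 250%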;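 further: OY570 slx delta 5 strain wells were the positive control but not used for scaling; some compounds called inactive have numbers as strong as hits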
# * hit, by the source's call; ? = inconclusive; · = no result given.
# Below each compound: dFosB activator	SR-BI HDL uptake	MITF TRPM1 HTS	CDK5 p35 inh	Arr AP2 block	NSD2 inh	SR-BI uptake up	DSG3 Ab inh	PKA-R2B activ	PKA-R1A activ	Mot1-301 SUMO
1: CC1(C)C(C=C(Cl)Cl)C1C(=O)N(Cc1cccc(Cl)c1)C1CCS(=O)(=O)C1 (stereo not drawn)
    -10	-14	4	0.9	-5	0	14	103	-4	1	-2
2: CCCCC(CCC(=O)O)(C(=O)OCC)c1csc(Nc2ccc(OCC)cc2)n1 (stereo not drawn)
    -13	·	-12	-2.6	-1	9	·	103	-8	-12	0
3: Nc1c([N+](=O)[O-])c(=O)oc2ccccc12
    -8	-15	2	-0.6	-15	-3	15	97	1	-15	-5
4: Cc1cccc(NC(=S)NC(C)(C)CC(C)(C)C)c1
    -1	?	7	-0.5	13	2	-75	103	-21	4	274
5: COc1cccc(NC(=O)N2CCCC2C(=O)Nc2ccc3c(c2)OCO3)c1 (stereo not drawn)
    -2	4	5	0.7	-9	·	-4	97	9	3	-9
6: Cc1cccc(N2CCN(C(=O)Cn3ccc4ccccc4c3=O)CC2)c1C
    -6	17	7	0.5	8	-8	-17	98	-1	0	14
7: NC(=O)NC(=O)CSc1nc(C2CCCCC2)n(-c2ccccc2)n1
    -3	-3	-4	1.0	5	-1	3	88	-5	-6	685*
8: Cc1cc(Br)ccc1NC(=O)CSc1nnc(CN2CCOCC2)n1C
    0	·	-6	-1.7	-3	-6	·	·	-1	-14	13
9: CCc1nnc(NC(=O)CSc2nc(-c3ccccc3)nc3ccccc23)s1
    -2	6	-2	-0.6	-28	-2	-6	98	-10	-12	-30
10: C/C(=C\C(=O)c1ccc(Br)cc1)NNC(=O)c1ccccc1
    -5	86*	-17	-0.3	21	1	-86	107	-4	-9	23
11: Cc1ccccc1N(C(=O)CNC(=O)c1ccco1)C(C(=O)NC1CCCCC1)c1cccnc1 (stereo not drawn)
    4	19	4	-2.2	1	·	-19	99	3	6	-14
12: CC(/C=C/c1ccc2c(c1)OCO2)=N/NC(=O)CNc1ccc(C)cc1
    -22	19	-19	1.6	3	3	-19	124	-9	-18	-13
13: O=C(CSc1nnnn1-c1cccc2c1CCCC2)NC1CCCC1
    -5	41	2	-1.2	12	-3	-41	99	-17	-6	-18
14: Cc1ccc(C)c(NC(=O)COC(=O)c2nc(Cl)ccc2Cl)c1
    -3	-6	-3	-4.3	7	1	6	89	-4	-7	8
15: COc1ccc(C)cc1NC(=O)CCNS(=O)(=O)c1cccc2nonc12
    -17	5	0	4.8	3	-2	-5	·	-7	-1	-3
16: CCC(C)n1c(SC(C)C#N)nc2ccccc2c1=O (stereo not drawn)
    -7	17	-16	0.8	1	-1	-17	93	-4	-4	-12
17: CC1Cc2nc(SCC(=O)NCC3CCCO3)n(-c3ccc(F)cc3)c(=O)c2S1 (stereo not drawn)
    3	-37	5	0.4	32	-2	37	100	-9	0	203
18: CCCOc1ccccc1C(=O)NC(CO)C(=O)O (stereo not drawn)
    1	-29	·	-0.1	11	-1	29	92	-4	-4	186
19: c1ccc(OCCSc2nc3ccccc3[nH]2)cc1
    0	-14	88*	1.4	-4	-6	14	68	-4	0	32
20: O=C(O)CCC(C(=O)O)n1c(O)c(C2=c3ccccc3=NC2=O)sc1=S (stereo not drawn)
    1	12	-23	-1.2	-1	2	-12	101	-3	16	-28

# Of the compounds above, these contain a halogen.
# Below each compound: dFosB activator	SR-BI HDL uptake	MITF TRPM1 HTS	CDK5 p35 inh	Arr AP2 block	NSD2 inh	SR-BI uptake up	DSG3 Ab inh	PKA-R2B activ	PKA-R1A activ	Mot1-301 SUMO
1: CC1(C)C(C=C(Cl)Cl)C1C(=O)N(Cc1cccc(Cl)c1)C1CCS(=O)(=O)C1 (stereo not drawn)
    -10	-14	4	0.9	-5	0	14	103	-4	1	-2
8: Cc1cc(Br)ccc1NC(=O)CSc1nnc(CN2CCOCC2)n1C
    0	·	-6	-1.7	-3	-6	·	·	-1	-14	13
10: C/C(=C\C(=O)c1ccc(Br)cc1)NNC(=O)c1ccccc1
    -5	86*	-17	-0.3	21	1	-86	107	-4	-9	23
14: Cc1ccc(C)c(NC(=O)COC(=O)c2nc(Cl)ccc2Cl)c1
    -3	-6	-3	-4.3	7	1	6	89	-4	-7	8
17: CC1Cc2nc(SCC(=O)NCC3CCCO3)n(-c3ccc(F)cc3)c(=O)c2S1 (stereo not drawn)
    3	-37	5	0.4	32	-2	37	100	-9	0	203

# Next section.
# Below each compound: dFosB activator	SR-BI HDL uptake	MITF TRPM1 HTS	CDK5 p35 inh	Arr AP2 block	NSD2 inh	SR-BI uptake up	DSG3 Ab inh	PKA-R2B activ	PKA-R1A activ	Mot1-301 SUMO
21: O=C(NC1CCCc2ccccc21)C1CCN(c2nnc(-n3cccc3)s2)CC1 (stereo not drawn)
    3	8	-7	-2.7	0	·	-8	99	-2	-16	-12
22: CCOC(=O)Cc1csc(N/N=C/c2ccccc2)n1
    -5	0	10	-4.1	-2	0	0	103	-6	3	12
23: COc1c(Cl)cc(Cl)cc1C(=O)Nc1ccc(CN2CCCCC2)cc1
    -7	5	21	1.8	6	8	-5	101	-1	-5	150
24: CCCn1c(-c2ccccc2)nc2c(=O)n(C)c(=O)[nH]c21
    3	-3	7	-0.3	7	-1	3	103	-1	-6	-8
25: Cc1cc(C)nc(SCc2ccc(C(=O)N/N=C3\CC(C)CC(C)(C)C3)cc2)n1 (stereo not drawn)
    -9	-7	-7	-0.5	9	1	7	110	4	10	23
26: COc1cc(C2CC(=O)Oc3cc(C)c(Cl)c(C)c32)cc(OC)c1OC (stereo not drawn)
    -5	-6	0	6.1	-3	·	6	99	-1	-4	·
27: Cc1[nH]nc2c1C1(CCN(Cc3ccccc3)CC1)C(C#N)=C(N)O2
    -3	-4	·	-1.1	28	3	4	94	2	2	-17
28: O=C(CO/N=C/c1ccccc1Cl)N1CCCc2ccccc21
    -2	20	-4	-8.8	-6	-4	-20	104	-12	-8	-4
29: COc1ccc(/C=C/C(=O)N2CCN(c3ccccn3)CC2)c(OC)c1OC
    -1	·	2	0.3	-2	-4	·	94	-8	-2	-3
30: Cc1occc1-c1nnc(SCC(=O)Nc2nc3ccccc3s2)o1
    -22	-25	-11	-3.0	5	-1	25	102	-3	4	20
31: Cc1ccc(-n2nc(C(=O)c3ccccc3)n3c(=O)c(Cc4ccccc4)nnc23)cc1
    -4	8	·	0.6	4	0	-8	96	-7	-1	-25
32: COc1ccc(S(=O)(=O)Nc2ccc(-n3cccc3)cc2)cc1
    3	12	-5	2.7	7	·	-12	104	-8	-2	20
33: O=C(O)c1ccccc1C(=O)N(c1ccccc1)c1ccccc1
    -14	-29	-5	2.1	2	-3	29	121	-7	-6	2
34: CCOCCCN1CN(Cc2ccco2)CNC1=S
    -7	-1	-2	0.2	-14	-2	1	108	0	6	·
35: COc1cccc(-c2ncc3ccccc3c2COC(=O)c2cccc(Br)c2)c1
    0	29	5	-3.2	2	·	-29	·	-5	-16	-19
36: COC(=O)C(C)Sc1nc2c([nH]c3ccccc32)c(=O)n1C (stereo not drawn)
    -10	-13	-13	-0.6	0	1	13	96	-9	-12	-8
37: CCOC(=O)N1CCN(C(=O)CCNS(=O)(=O)c2ccc3c(c2)c(=O)n(C)c(=O)n3C)CC1
    -1	-17	-7	0.4	14	1	17	96	2	11	-32
38: Cn1c(C(O)c2ccccc2)nc(Cl)c1Cl (stereo not drawn)
    -4	-19	-7	1.4	-4	26	19	83	-3	-2	-7
39: CCOc1ccc(S(=O)(=O)Nc2cccc(C(=O)NCC(c3ccco3)N(C)C)c2)cc1 (stereo not drawn)
    -7	-9	0	7.3	10	2	9	109	-16	-7	6
40: CCOC(=O)c1ccc2nc(C)c(CC)c(Cl)c2c1
    3	-5	22	-1.9	19	1	5	105	-5	-2	-2

# An excerpt of these results, with one line to a screen.
[34] CCOCCCN1CN(Cc2ccco2)CNC1=S
[6] Cc1cccc(N2CCN(C(=O)Cn3ccc4ccccc4c3=O)CC2)c1C

screen / no. | 34 | 6
dFosB activator | -7 | -6
SR-BI HDL uptake | -1 | 17
MITF TRPM1 HTS | -2 | 7
CDK5 p35 inh | 0.2 | 0.5
Arr AP2 block | -14 | 8
NSD2 inh | -2 | -8
SR-BI uptake up | 1 | -17
DSG3 Ab inh | 108 | 98
PKA-R2B activ | 0 | -1
PKA-R1A activ | 6 | 0
Mot1-301 SUMO | · | 14

# Remaining list, next part.
# Below each compound: dFosB activator	SR-BI HDL uptake	MITF TRPM1 HTS	CDK5 p35 inh	Arr AP2 block	NSD2 inh	SR-BI uptake up	DSG3 Ab inh	PKA-R2B activ	PKA-R1A activ	Mot1-301 SUMO
41: CCCc1nn(C)c2c(=O)[nH]c(-c3cc(S(N)(=O)=O)ccc3OCC)nc12
    -13	-13	-6	-1.5	-3	0	13	98	0	-9	15
42: Cc1cccc(C)c1NS(=O)(=O)c1ccc2c(c1)C(=O)c1ccccc1C2=O
    -4	15	-29	3.3	0	-2	-15	84	2	-12	-9
43: Cc1cccc(C(=O)Nc2ccccc2N2CCN(c3ccc(F)cc3)CC2)c1
    -4	75*	-4	-2.8	6	1	-75	·	7	-4	1
44: CC(C)CN(C(=O)CSc1nncn1-c1ccccc1)c1c(N)n(CC(C)C)c(=O)[nH]c1=O
    -2	2	-15	1.4	-12	1	-2	102	-2	-1	25
45: O=C(COc1ccccc1)Nc1ccccc1N1CCN(c2ccc(F)cc2)CC1
    0	80*	1	-0.2	-3	·	-80	92	-4	0	-15
46: CCOc1ccc(S(=O)(=O)N2CCOCC2)cc1NC(=O)c1ccccc1F
    4	9	10	-0.8	19	0	-9	103	-1	-11	-3
47: Cc1cccc(OCc2nc(-c3ccc(Br)o3)no2)c1
    1	·	27	1.1	-7	3	·	116	-10	5	18
48: CC(Sc1n[nH]c(N)n1)C(=O)Nc1ccc(Cl)cn1 (stereo not drawn)
    -9	-9	-4	0.0	2	-2	9	96	-5	5	-13
49: Cc1ccccc1NC(=S)N(C)C1(c2ccccc2Cl)CCCCC1=O (stereo not drawn)
    -7	9	-9	0.4	-3	5	-9	100	1	-6	31
